IL-2 act – IL-2 activation | 0.065% of 360,000 active | IL-2 activation reporter assay, cell-based qHTS; stimulated with anti-CD3/CD4/CD28 beads; in transgenic mouse T cells | activation, % (series mostly up to about 46 µM); in the data active means activation above about 50%; inconclusive means mostly about 30% to 49%; further: 0% is about no effect
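Readout: EGFP and DsRed signals by fluorescent plate cytometry. Unstimulated transgenic mouse T cells received compound 60 min before antibody-bead stimulation, then incubated 18 h at 37 degrees C.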
HEK293 tox – cytotoxicity counter-screen for GLP-1 receptor inverse agonists; HEK293 cAMP-luciferase reporter cells, luminescence, 24 h; Potency, µM (highest dose often 38.3 µM), without a hit: at the highest dose activity change, negative = inhibition, usual class: inhibitors; 0.13% of 410,000 active; AID 624418;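 further: loss of luciferase light is scored as toxicity; potency means the concentration at half of the fitted maximal effect; on the % scale 0 is the no-effect control and ±100 the full control effect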
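A 23 nL compound transfer followed 12 hours of cell culture at 37 deg C; exposure then lasted 24 hr. Luciferase assay detection reagent was dispensed and plates read for luminescence after a 12 min room-temperature wait.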
DRD3 antagonist – antagonists of human D3 dopamine receptor | D3R cells, DiscoveRx beta-arrestin luminescence, antagonist mode; hits give low values | 2.5% of 360,000 active | P35462 | max response, negative = inhibition, %; in the data active means max response below about -50%; inconclusive means no clear call, values can overlap the other calls; further: on the % scale 0 is the no-effect control and ±100 the full control effect; mostly tested at two doses, the higher about 12 µM
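Cells expressing the human receptor were seeded at 1500 cells/well, incubated overnight at 37 degrees C in 5% CO2, then exposed to library compounds with dopamine controls for 90 minutes at 37 degrees C before luminescent detection.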
D3 ag – activates the human D3 dopamine receptor; P35462; D3R DiscoveRx beta-arrestin cells, luminescence, 90 min; max activation, %; 0.58% of 410,000 active; AID 652048; in the data active means max activation above about 30%; further: 0% is about no effect; mostly tested at two doses, the higher about 12 µM
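Cells at 1500/well, incubated overnight, then treated with pinned compounds (dopamine as control) for 90 min at 37 degrees C. DiscoveRx reagent added for 30 - 60 minutes at room temperature; luminescence read.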
GLP-1R agonist – activates the human GLP-1 receptor; P43220; 0.007% of 380,000 active; Potency, µM (doses to about 45.6 µM), inactives show top-dose activation, usual class: activators; HEK293 GLP-1R CRE-luciferase, luminescence, 4-6 h; cells express a hypersensitive GLP-1R form; further: potency means the concentration at half of the fitted maximal effect; % of control where 0% means no effect
Target sequence (P43220 whole entry, looked up): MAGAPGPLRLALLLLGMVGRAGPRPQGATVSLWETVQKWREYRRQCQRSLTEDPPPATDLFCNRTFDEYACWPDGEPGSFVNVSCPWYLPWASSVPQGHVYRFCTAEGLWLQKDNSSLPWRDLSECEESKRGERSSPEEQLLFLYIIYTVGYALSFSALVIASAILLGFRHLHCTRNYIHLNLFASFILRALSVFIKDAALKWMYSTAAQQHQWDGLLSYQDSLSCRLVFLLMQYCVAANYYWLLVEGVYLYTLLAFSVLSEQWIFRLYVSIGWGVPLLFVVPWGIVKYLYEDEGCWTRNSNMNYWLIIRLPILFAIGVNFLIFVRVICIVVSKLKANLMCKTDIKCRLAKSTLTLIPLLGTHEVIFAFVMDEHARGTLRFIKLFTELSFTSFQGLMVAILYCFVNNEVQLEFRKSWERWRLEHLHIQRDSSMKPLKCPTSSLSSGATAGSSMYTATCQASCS
GLP1R inv ag – inverse agonists of human GLP-1 receptor; HEK293 GLP-1R CRE-luciferase, luminescence, 24 h; GLP-1R form is constitutively active; Potency, µM (titrated, usually from 38.3 µM), without a hit: top-dose activity change, negative = inhibition, most hits filed as inhibitors; 1.6% of 410,000 active; further: potency means the concentration at half of the fitted maximal effect; on the % scale 0 is the no-effect control and ±100 the full control effect; nearly all actives have a fitted effect of over 55% in size
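Inverse agonists were sought by their lowering of basal cAMP reporter luciferase output in HEK293 cells stably carrying constitutively active human GLP-1R, after 24 h compound treatment.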
PLK1 PBD inh – inhibitors of human PLK1 polo-box domain binding | Plk1 PBD binding of FITC phosphopeptide, fluorescence polarization | Potency, µM, without a hit: max response, negative = inhibition, actives largely listed as inhibitors | 2.8% of 360,000 active | AID 720504; further: potency means the concentration at half of the fitted maximal effect; series mostly up to about 57 µM; on the % scale 0 is the no-effect control and ±100 the full control effect; nearly all actives have a fitted effect of over 65% in size
Target sequence (P53350 whole entry, looked up, the tested form may be a part): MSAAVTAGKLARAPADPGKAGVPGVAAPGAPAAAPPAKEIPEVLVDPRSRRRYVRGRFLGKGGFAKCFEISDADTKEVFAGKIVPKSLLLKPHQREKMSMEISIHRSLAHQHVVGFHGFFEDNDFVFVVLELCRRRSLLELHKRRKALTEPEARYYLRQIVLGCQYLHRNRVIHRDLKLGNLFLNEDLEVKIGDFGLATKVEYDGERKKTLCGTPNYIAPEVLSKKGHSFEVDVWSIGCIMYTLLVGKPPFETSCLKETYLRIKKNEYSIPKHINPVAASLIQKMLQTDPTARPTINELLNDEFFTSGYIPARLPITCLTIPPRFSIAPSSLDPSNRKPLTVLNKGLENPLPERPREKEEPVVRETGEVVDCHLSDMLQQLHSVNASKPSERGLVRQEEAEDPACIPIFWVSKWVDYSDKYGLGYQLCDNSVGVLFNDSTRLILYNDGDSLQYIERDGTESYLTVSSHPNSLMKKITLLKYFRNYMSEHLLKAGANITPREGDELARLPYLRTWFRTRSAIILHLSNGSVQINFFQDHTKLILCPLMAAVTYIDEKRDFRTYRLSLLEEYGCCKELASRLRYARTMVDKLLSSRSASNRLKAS
WRN helicase inh – inhibitors of human WRN helicase. Potency, µM (doses to about 114 µM), for the others: top-dose activity change, negative = inhibition, usual class: inhibitors. 0.46% of 360,000 active. WRN helicase unwinding, fluorescent forked duplex, kinetic; further: potency means the concentration at half of the fitted maximal effect; on the % scale 0 is the no-effect control and ±100 the full control effect; nearly all actives have a fitted effect of over 55% in size
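Kinetic red-fluorescence monitoring (525/598 nm) tracks WRN helicase activity after 100 nM fluorophore-quencher forked duplex and 2 mM ATP are added to 20 nM enzyme pretreated 15 min at room temperature with compound.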
PI5P4K alpha inh – PI5P4K alpha (human) kinase inhibition; P48426; PI5P4Kalpha enzyme, ADP-Glo luminescence, 60 min; hits give low values; max response, %; 1.2% of 330,000 active; active means max response of -50% or lower; inconclusive means between -30% and -50%; inactive means -30% or higher; further: value at the top dose of about 77 µM; on the % scale 0 is the no-effect control and ±100 the full control effect
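ADP-Glo luminescence end-point read after a 60 min room-temperature kinase reaction of PI5P4Kalpha plus substrate, initiated with ATP at 5 microM final. Buffer: 0.038 M HEPES pH 7.4, EGTA, 0.1% CHAPS, 5% DMSO.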
Active calls of the source: *; [ ] = another dose, or the depositor's remark. Unless noted, the call rests on the fitted dose curve; in most records, active means well fitted curve in the direction sought with a large enough effect; inconclusive means small, poorly fitted or top-dose-only effect, or another doubt; inactive means no such curve, though single readings can be large; an effect the other way counts as inactive or inconclusive.

A first look (three entries):
For Cc1ccccc1C(=O)Nc1ccc(C(=O)N/N=C/c2ccc(O)c(Br)c2)cc1 the results were IL-2 act -0.8, HEK293 tox -13%, DRD3 antagonist -2, D3 ag 1, GLP-1R agonist 8%, GLP1R inv ag -27%, PLK1 PBD inh -5%, WRN helicase inh -23% and PI5P4K alpha inh -29.
For Cc1c(NC(=O)c2cccc(NC(=O)c3ccco3)c2)cccc1C(=O)O the results were IL-2 act -2.2, HEK293 tox 0%, DRD3 antagonist 8, D3 ag 1, GLP-1R agonist 1%, GLP1R inv ag 11%, PLK1 PBD inh -5% and WRN helicase inh -13%[57.1 µM].
CCCCn1c(N)c(N(CC)C(=O)c2ccc(C)cc2)c(=O)[nH]c1=O was read as IL-2 act 1.7, HEK293 tox -2%, DRD3 antagonist -13, D3 ag -8, GLP-1R agonist 6%, GLP1R inv ag 1%, PLK1 PBD inh -9%, WRN helicase inh 6% and PI5P4K alpha inh -8.

The list itself, from the start:
For Cc1ccccc1C(=O)Nc1ccc(C(=O)N/N=C/c2ccc(O)c(Br)c2)cc1 the results were IL-2 act -0.8, HEK293 tox -13%, DRD3 antagonist -2, D3 ag 1, GLP-1R agonist 8%, GLP1R inv ag -27%, PLK1 PBD inh -5%, WRN helicase inh -23% and PI5P4K alpha inh -29.
For Cc1c(NC(=O)c2cccc(NC(=O)c3ccco3)c2)cccc1C(=O)O the results were IL-2 act -2.2, HEK293 tox 0%, DRD3 antagonist 8, D3 ag 1, GLP-1R agonist 1%, GLP1R inv ag 11%, PLK1 PBD inh -5% and WRN helicase inh -13%[57.1 µM].
CCCCn1c(N)c(N(CC)C(=O)c2ccc(C)cc2)c(=O)[nH]c1=O was read as IL-2 act 1.7, HEK293 tox -2%, DRD3 antagonist -13, D3 ag -8, GLP-1R agonist 6%, GLP1R inv ag 1%, PLK1 PBD inh -9%, WRN helicase inh 6% and PI5P4K alpha inh -8.
`CSc1ccc(CNC(=O)Cc2ccc(NC(=O)C3=C(C)OCCS3)cc2)cc1` gave IL-2 act 0.8, HEK293 tox 4%, DRD3 antagonist -10, D3 ag -10, GLP-1R agonist -6%, GLP1R inv ag inconclusive, PLK1 PBD inh 6%, WRN helicase inh 2% and PI5P4K alpha inh inconclusive.
For c1ccc2sc(-c3ccncc3)nc2c1 the results were IL-2 act -0.5, HEK293 tox 4%, DRD3 antagonist 15, D3 ag 0, GLP-1R agonist 26%, GLP1R inv ag 59%[activator], PLK1 PBD inh -2%, WRN helicase inh 11% and PI5P4K alpha inh -5.
`O=C1N(Cc2cccnc2)C[C@@H]2C[C@@H](c3ccccc3C#Cc3ccccc3)N3CCC[C@@]123` gave IL-2 act -2.6, HEK293 tox -28%, DRD3 antagonist -23, D3 ag -15, GLP-1R agonist 9%, GLP1R inv ag inconclusive, PLK1 PBD inh -5%, WRN helicase inh -1% and PI5P4K alpha inh -2.
Screening COC(=O)CN1C(=O)C2(C(C#N)=C(N)Oc3cc(C)oc(=O)c32)c2ccccc21 (stereo unspecified) returned IL-2 act -1.1, HEK293 tox 3%, DRD3 antagonist 21, D3 ag 1, GLP-1R agonist 1%, GLP1R inv ag 7%, PLK1 PBD inh -10%, WRN helicase inh 3% and PI5P4K alpha inh 0.
For COc1ccc(NC(=O)CN2C(=O)C(C)Oc3ccccc32)cc1OC (stereo unspecified) the results were IL-2 act 0.4, HEK293 tox -3%, DRD3 antagonist -2, D3 ag -10, GLP-1R agonist -1%, GLP1R inv ag -11%, PLK1 PBD inh -9%, WRN helicase inh -4% and PI5P4K alpha inh 3.
For CC(C(=O)NN=C(c1ccccc1)c1ccccc1)N1CCCC1 (stereo unspecified) the results were IL-2 act 0.7, HEK293 tox 4%, DRD3 antagonist 2, D3 ag -1, GLP-1R agonist 8%, GLP1R inv ag inconclusive, PLK1 PBD inh 0%, WRN helicase inh 3% and PI5P4K alpha inh 3.
`Cc1ccc(CNC(=O)CN2CCN(Cc3ccc(F)cc3)C2=O)cc1` gave HEK293 tox 2%, D3 ag -8, GLP-1R agonist 0% and GLP1R inv ag -19%.
Screening CSC[C@H]1CN(CCc2ccccc2)C(=O)[C@@H]1CC(=O)Nc1ccc(Br)cc1 returned IL-2 act -0.5, HEK293 tox -13%, DRD3 antagonist -9, D3 ag 3, GLP-1R agonist 5%, GLP1R inv ag 10µM*, PLK1 PBD inh 6%, WRN helicase inh -5% and PI5P4K alpha inh -1.
Cc1ccc2nc(/C(C#N)=C\c3ccc(OC(=O)c4cccs4)cc3)[nH]c2c1 was read as IL-2 act 3.0, HEK293 tox -4%, DRD3 antagonist -12, D3 ag -7, GLP-1R agonist -7%, GLP1R inv ag -21%, PLK1 PBD inh 1% and WRN helicase inh 5%.
For COc1ccc(N(Cc2cc3cc(OC)ccc3[nH]c2=O)C(=O)c2cccnc2)cc1 the results were IL-2 act -0.4, HEK293 tox -5%, DRD3 antagonist 0, D3 ag 6, GLP-1R agonist -2%, GLP1R inv ag 1%, PLK1 PBD inh -3%, WRN helicase inh 1% and PI5P4K alpha inh -1.
Screening Nc1ncnc2c1ncn2[C@@H]1O[C@H](C(=O)N2CCN(c3nc4ccccc4o3)CC2)[C@@H](O)[C@H]1O returned IL-2 act -0.2, HEK293 tox 0%, DRD3 antagonist 29, D3 ag 4, GLP-1R agonist -3%, GLP1R inv ag 23%, PLK1 PBD inh -4%, WRN helicase inh -7% and PI5P4K alpha inh 0.
O=C(O)CCSc1nnc(-c2ccncc2)n1-c1ccccc1 was read as IL-2 act 0.4, HEK293 tox -5%, DRD3 antagonist 54, D3 ag 3, GLP-1R agonist -19%, GLP1R inv ag -1%, PLK1 PBD inh -6%, WRN helicase inh -17% and PI5P4K alpha inh -10.
`Cc1cc(=O)oc2c1c(C)nn2-c1ccc(Br)cc1` gave IL-2 act 0.1, HEK293 tox -2%, DRD3 antagonist -4, D3 ag 9, GLP-1R agonist 3%, GLP1R inv ag 9%, PLK1 PBD inh inconclusive, WRN helicase inh -14% and PI5P4K alpha inh -2.
Screening O=C(O)CCc1nn2cc(-c3ccccc3)nc2[nH]c1=O returned IL-2 act 0.0, HEK293 tox 304%[activator], DRD3 antagonist 0, D3 ag 6, GLP-1R agonist -12%, GLP1R inv ag 1%, PLK1 PBD inh 0%, WRN helicase inh -8% and PI5P4K alpha inh -12.
For O=C1CCCc2c1cc(C(=O)NC1CCSC1=O)c(=O)n2-c1ccccc1 (stereo unspecified) the results were IL-2 act 0.5, HEK293 tox -6%, DRD3 antagonist -4, D3 ag -3, GLP-1R agonist -9%, GLP1R inv ag 1%, PLK1 PBD inh 0%, WRN helicase inh 5% and PI5P4K alpha inh -6.
Screening Cc1ccc(-c2cc(C(=O)n3cnc4ccccc43)c3ccccc3n2)cc1C returned IL-2 act 0.2, HEK293 tox -10%, DRD3 antagonist 4, D3 ag 2, GLP-1R agonist -27%, GLP1R inv ag -8%, PLK1 PBD inh -6%, WRN helicase inh 3% and PI5P4K alpha inh -1.
`CCOc1ccc(C2C(C#N)=C(N)Oc3nc[nH]c(=O)c32)cc1OC` (stereo unspecified) gave IL-2 act -2.0, HEK293 tox 3%, DRD3 antagonist 0, D3 ag -3, GLP-1R agonist -7%, GLP1R inv ag 23%, PLK1 PBD inh -11%, WRN helicase inh 4% and PI5P4K alpha inh -5.
Screening COc1ccc(OC)c(N(CC(=O)N2CCc3ccccc3C2)S(C)(=O)=O)c1 returned IL-2 act -0.6, HEK293 tox -2%, DRD3 antagonist -27, D3 ag -15, GLP-1R agonist 0%, GLP1R inv ag -19%, PLK1 PBD inh -9% and WRN helicase inh -1%.
Cn1nccc1C(=O)N1CCCC(Nc2ccc(F)cc2)C1 (stereo unspecified) was read as IL-2 act 1.4, HEK293 tox -6%, DRD3 antagonist 2, D3 ag 2, GLP-1R agonist -4%, GLP1R inv ag -1%, PLK1 PBD inh -14%, WRN helicase inh -4% and PI5P4K alpha inh 8.
`Cc1nn(CCC#N)c(NC(=O)c2ccccc2)c1P(=O)(Nc1ccc(Br)cc1)N1CCOCC1` (stereo unspecified) gave IL-2 act -2.9, HEK293 tox 3%, DRD3 antagonist -24, D3 ag 4, GLP-1R agonist 5%, GLP1R inv ag 8%, PLK1 PBD inh -17%, WRN helicase inh -2% and PI5P4K alpha inh -15.
Screening O=C(CCC1CCCN(C(=O)Cn2cnnn2)C1)NCc1ccc(F)c(F)c1 (stereo unspecified) returned IL-2 act -0.9, HEK293 tox 3%, DRD3 antagonist 9, D3 ag -3, GLP-1R agonist 2%, GLP1R inv ag 0%, PLK1 PBD inh -3%, WRN helicase inh -3% and PI5P4K alpha inh 1.
For CCOc1ccc(C(=O)Nc2ccc(Cc3ccncc3)cc2)cc1Br the results were IL-2 act -0.6, HEK293 tox -12%, DRD3 antagonist -21, D3 ag -2, GLP-1R agonist 12%, GLP1R inv ag inconclusive, PLK1 PBD inh -5%, WRN helicase inh -12% and PI5P4K alpha inh 10.
COc1cc2c(cc1OC)C(c1ccccc1)N(C(=O)C(C)(C)C)CC2 (stereo unspecified) was read as IL-2 act -0.9, HEK293 tox 17%, DRD3 antagonist -2, D3 ag -4, GLP-1R agonist -2%, GLP1R inv ag 8%, PLK1 PBD inh -5%, WRN helicase inh -1% and PI5P4K alpha inh -1.
O=C(NC1CCCCC1)C1CCCN(S(=O)(=O)c2cnc[nH]2)C1 (stereo unspecified) was read as IL-2 act 2.6, HEK293 tox -3%, DRD3 antagonist -16, D3 ag -1, GLP-1R agonist -2%, GLP1R inv ag -15%, PLK1 PBD inh -11%, WRN helicase inh -3% and PI5P4K alpha inh 2.
`CCN(CC(=O)Nc1ccc(Cl)c(C(F)(F)F)c1)CC(=O)NC1CCS(=O)(=O)C1` (stereo unspecified) gave IL-2 act -0.4, HEK293 tox 5%, DRD3 antagonist 0, D3 ag 0, GLP-1R agonist 3%, GLP1R inv ag -1%, PLK1 PBD inh -9%, WRN helicase inh -4% and PI5P4K alpha inh 14.
CN1CCN(S(=O)(=O)c2cc(C(F)(F)F)ccc2Cl)CC1 was read as IL-2 act 1.8, HEK293 tox -7%, DRD3 antagonist -2, D3 ag -3, GLP-1R agonist -12%, GLP1R inv ag 3%, PLK1 PBD inh -6%, WRN helicase inh -3% and PI5P4K alpha inh 2.
